Screening data: PubChem BioAssay, Sanford-Burnham Center for Chemical Genomics
SENP1 inh: blocks the human SENP1 SUMO protease catalytic domain. AID 624204. 360,000 tested, 0.21% active. inhibition, % at 10 µM. recombinant SENP1 catalytic domain, CyPet-SUMO1-YPet FRET cleavage. Q9P0U3;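 active = inhibition at least 30% at 10 µM, raw YFP signal under a set limit, fluorescence ratio 0.5 to 1.5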;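 also: 0% = enzyme with DMSO and 100% = no enzyme wells; some results filed as inactive read as strong as hits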
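material = recombinant human SENP1 catalytic domain, His6-tagged | quantity = 20 pM enzyme | reagent = 25 nM SUMO1 FRET substrate | compound dosing = 10 µM single point, 0.5% DMSO | timing = 50 min enzyme reaction, room temperature, light-protected | detection = FRET, CFP and YFP emission | control set = no-enzyme low, enzyme-DMSO high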
SENP8 block-1: inhibitors of human SENP8 protease; Q96LD8; purified SENP8, Z-RLRGG-aminoluciferin cleavage, luminescence; inhibition, % at 10 µM; 330,000 tested, 1.2% active; AID 2540; in the data active = inhibition above about 50%
APOBEC3G inh: inhibitors of human APOBEC3G DNA deaminase; Q9HC16; recombinant A3G, ssDNA deamination FAM/TAMRA fluorescence; inhibition, % at 20 µM; 330,000 tested, 0.28% active; AID 493012;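 active = inhibition of at least 40% at 20 µM, with no more than 30% in the related APOBEC3A deaminase screen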;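 also: plate controls were DMSO wells with A3G for no effect and wells lacking A3G enzyme for full effect; some compounds called inactive have numbers as strong as hits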
UBC13 inh: blocks human UBC13 polyubiquitin chain formation. inhibition, % at 20 µM. P61088. 330,000 tested, 0.47% active. TR-FRET. AID 485273; in the data active = inhibition above about 45%, passing the limit was not always enough
Target sequence (P61088 whole entry, looked up): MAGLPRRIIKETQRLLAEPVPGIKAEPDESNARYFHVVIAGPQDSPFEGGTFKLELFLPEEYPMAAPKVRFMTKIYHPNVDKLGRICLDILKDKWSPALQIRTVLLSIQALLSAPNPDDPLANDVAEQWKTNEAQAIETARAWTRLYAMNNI
Apaf-1 inh: inhibitors of human Apaf-1 apoptosome. O14727. reconstituted apoptosome caspase-3 activity, DEVD-Rh110 fluorescence. inhibition, % at 20 µM. 330,000 tested, 0.71% active; active = inhibition of at least 40% at 20 µM;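 also: plate controls were DMSO wells for no effect and DEVD-CHO caspase inhibitor wells for full effect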
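System: Apoptosome proteins | Medium: Hepes pH 7.5 with detergent and BSA | Also added: Cytochrome c trigger plus (Z-DEVD)2-Rh110 caspase-3 substrate | Incubation: 30 min compound preincubation, 50 min activation, room temperature | Detection: Rhodamine 110 fluorescence at Ex 480/Em 540 nm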
SENP8 block-2: blocks human SENP8 cleavage of Nedd8 substrate. inhibition, % at 20 µM. AID 602440. recombinant SENP8, Nedd8 substrate fluorescence. Q96LD8. 360,000 tested, 0.64% active; in the data active = inhibition mostly above about 40%, no sharp cut-off; inactive = mostly below about 27%
SENP7 block: blocks the human protease SENP7 | Q9BQF6 | recombinant SENP7, Z-RLRGG-aminoluciferin luminescence, 40 min | inhibition, % at 5 µM | 330,000 tested, 1.5% active | AID 434973;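 active = inhibition above about 50% at the single test dose, limit read from the data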;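 also: plate controls were DMSO with enzyme for no effect and no enzyme buffer wells for full effect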
Target sequence (Q9BQF6 706-1050 limits assumed): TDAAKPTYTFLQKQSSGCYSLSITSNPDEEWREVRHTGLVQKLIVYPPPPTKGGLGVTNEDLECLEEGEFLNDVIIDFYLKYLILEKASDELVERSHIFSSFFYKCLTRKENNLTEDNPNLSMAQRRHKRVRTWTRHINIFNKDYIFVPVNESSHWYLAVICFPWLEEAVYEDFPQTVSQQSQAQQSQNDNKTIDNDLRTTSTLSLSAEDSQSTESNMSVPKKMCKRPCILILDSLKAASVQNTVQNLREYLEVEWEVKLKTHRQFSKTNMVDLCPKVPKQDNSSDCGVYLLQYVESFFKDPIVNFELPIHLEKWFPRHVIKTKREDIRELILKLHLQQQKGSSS
SENP6 block: blocks the human protease SENP6; 330,000 tested, 1.8% active; Q9GZR1; Recombinant SENP6 catalytic domain, aminoluciferin luminescence; AID 2599; inhibition, % at 10 µM;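 active = inhibition above about 50% at the single tested dose, limit read from the data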;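 also: plate controls were DMSO wells with enzyme for no effect and DMSO wells lacking enzyme for full effect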
Target sequence (Q9GZR1 628-1112 limits assumed): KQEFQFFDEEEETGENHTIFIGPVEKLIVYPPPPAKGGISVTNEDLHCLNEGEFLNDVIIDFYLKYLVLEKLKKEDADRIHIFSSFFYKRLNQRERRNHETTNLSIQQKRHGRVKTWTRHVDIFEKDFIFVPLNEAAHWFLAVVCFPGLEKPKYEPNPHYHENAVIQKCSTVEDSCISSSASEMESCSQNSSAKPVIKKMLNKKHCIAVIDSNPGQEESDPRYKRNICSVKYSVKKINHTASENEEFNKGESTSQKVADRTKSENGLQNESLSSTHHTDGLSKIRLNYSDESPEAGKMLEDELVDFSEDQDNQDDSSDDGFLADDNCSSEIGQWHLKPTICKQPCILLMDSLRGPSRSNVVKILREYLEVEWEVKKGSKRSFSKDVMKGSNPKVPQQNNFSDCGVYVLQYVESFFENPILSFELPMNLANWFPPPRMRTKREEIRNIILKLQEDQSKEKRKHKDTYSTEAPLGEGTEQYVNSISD
The depositor's hits bear a star.

SMILES	SENP1 inh	SENP8 block-1	APOBEC3G inh	UBC13 inh	Apaf-1 inh	SENP8 block-2	SENP7 block	SENP6 block
COc1ccccc1CCNC(=O)c1cc(-c2ccccn2)nc2ccccc12	-2.6	-4.3	-9.7	-1.6	0.7	6.8	-2.3	-4.9
Cc1ccccc1NC(=O)Cn1cnc2c(oc3nc4c(cc32)COC(C)(C)C4)c1=O	-6.5	6.9	2.1	5.9	0.6	-12.7	8.5	0.0
Clc1ccccc1CO/N=C1\CCCc2nonc21	-7.6	-7.3	-5.9	-3.9	-3.5	6.1	-1.4	-23.2
CCC1(c2ccc(Cl)cc2)NC(=O)N(CC(=O)NC2(C#N)CCCCC2)C1=O (stereo unspecified)	0.2	12.1	-3.8	7.7	-3.9	2.9	-9.1	6.8
Cc1cc(Nc2nnnn2-c2ccccc2)n(-c2ccccc2)n1	0.4	-3.0	3.8	3.0	6.2	-29.7	5.6	-6.2
CN(CC(=O)N1CCc2ccccc2C1)c1ccccc1	-0.6	-4.7	-6.2	-8.7	2.1	13.6	8.1	-15.2
O=C(NN=C1C2CC3CC1CC(Cl)(C3)C2)c1cccs1	-1.8	-2.6	-4.5	-0.2	-17.0	6.5	3.6	1.2
Cc1ccc(NC(=O)c2c(C(F)(F)F)nn(C)c2SCc2cccc(C(F)(F)F)c2)cc1C	-1.0	-16.6	-7.3	-10.5	24.9	19.1	-4.9	-15.7
COC(=O)c1cn(-c2ccccc2)nc1-c1cccnc1	1.5	-2.0	-1.8	0.3	9.4	19.0	3.0	-4.6
O=C(NCc1cccnc1)C12CC3CC(CC(Cl)(C3)C1)C2	-2.6	1.6	9.0	1.8	23.9	-1.8	8.6	-17.3
COc1cccc(/C=N/n2c(C3CCCCC3)n[nH]c2=S)c1O	-31.3	1.0	13.4	2.0	9.1	14.9	-2.6	0.7
CC(C)(C)OC(=O)N[C@@H](CCCCNC(=O)OCc1ccccc1)c1nnc([C@H](CCCCNC(=O)OCc2ccccc2)NC(=O)OC(C)(C)C)o1	0.8	6.0	-8.0	-15.1	13.3	2.9	-2.0	13.1
CCc1c(C)sc(NC(=O)OC)c1C(=O)N1CCOCC1	1.9	-0.6	-5.8	-8.5	-4.4	12.2	-1.7	-15.1
O=C(NC1CCc2ccccc21)c1cc(COc2cncc(Cl)c2)on1 (stereo unspecified)	-1.7	-2.8	1.1	-1.8	24.3	0.0	10.3	-0.5
CCN(CC)P(=O)(Nc1ccc([N+](=O)[O-])cc1)c1c(C)nn(CCC#N)c1NC(=O)c1ccc(Cl)cc1 (stereo unspecified)	0.6	2.2	4.0	-3.3	5.0	21.9	1.9	-20.0
COc1cc(/C=C/C(=O)N2CCC=CC2=O)cc(OC)c1OC	0.8	16.4	-2.1	12.3	-6.3	-393.6	1.3	-8.4
O=C(CC1Nc2cccc3cccc(c23)NC1=O)Nc1ccc(F)cc1 (stereo unspecified)	-24.5	59.9*	29.9	-52.2	95.6*	-67.5	42.8	87.2*
O=C(c1ccccc1Oc1ccccc1)N1CCN(c2ccccc2F)CC1	-0.9	3.4	-7.1	5.1	17.4	10.7	-3.7	-20.3
CCOC(=O)C(C(=O)OCC)N(C#N)c1nc(N(C)C)nc(N(C)C)n1	3.0	-0.4	-8.9	7.2	0.2	14.1	-1.3	-2.5
CCc1ccc2[nH]c(=O)c(CN(CCN(C)C)C(=O)Nc3ccccc3)cc2c1	0.7	-2.1	-1.5	-0.3	4.5	-21.2	3.7	2.6
Cc1ccc(C(=O)Nc2ccccc2C(=O)O)cc1NC(=O)COc1c(C)cccc1C	0.4	-4.8	-11.0	-1.5	3.4	-1.3	-6.8	9.6
N#CC(C(=O)c1ccccc1Cl)=C1SCCCS1	2.9	7.1	-5.4	-0.3	-21.5	37.8	-6.9	-19.9
O=C(Nc1cccn(Cc2c(F)cccc2Cl)c1=O)NC1CCCCC1	-3.8	-7.1	-4.2	3.0	0.4	-54.1	0.2	-15.7
COc1ccc(C(=O)CSc2nc3cccnc3n2C)cc1	-1.0	-6.9	-2.3	6.9	-7.0	15.8	13.3	-7.8
CCOc1ccccc1CNS(=O)(=O)c1cc(-c2cc(C)no2)ccc1OC	-0.3	2.1	-3.6	3.1	9.4	13.5	4.1	4.3

(continued)
SMILES	SENP1 inh	SENP8 block-1	APOBEC3G inh	UBC13 inh	Apaf-1 inh	SENP8 block-2	SENP7 block	SENP6 block
NC(=O)COC(=O)c1ccc2c(c1)C(=O)N(Cc1ccco1)C2=O	-1.3	-8.7	-3.1	-6.3	1.5	2.3	0.3	-10.1
COc1cccc(C(=O)N/N=C2\SCC(=O)N2Cc2ccc3c(c2)OCO3)c1	-1.4	0.9	-2.7	1.2	0.8	17.5	9.7	6.1
CCOc1cc(/C=C2\SC(=S)N(Nc3ccccc3)C2=O)ccc1O	23.8	44.8	-4.5	-90.4	21.7	35.1	43.7	85.0*
COc1ccc(C(C#N)c2ccc(=O)[nH]n2)cc1 (stereo unspecified)	1.7	-0.5	0.9	-23.1	4.8	3.6	-14.1	-3.4
CCOC(=O)c1[nH]ncc1CN1CCN(Cc2ccccc2)C(CCO)C1 (stereo unspecified)	-1.5	-9.2	1.0	3.1	2.2	7.7	4.5	2.6
Cc1cc(C)cc(C(=O)N/N=C/c2ccoc2)c1	1.0	-2.4	-1.1	-1.1	1.0	4.6	5.6	0.8
COC(=O)c1cc2ccsc2n1CC(=O)Nc1cc(C)cc(C)c1	-0.2	-6.3	-2.0	0.1	-12.2	13.4	-4.0	0.6
NC(=S)NNC(=O)c1ccccc1	2.9	4.1	-5.1	6.1	-12.4	6.6	-4.9	-10.2
CCOC(=O)C(=CNc1cc(C(F)(F)F)ccc1N1CCOCC1)C(=O)OCC	1.2	-1.7	-5.7	4.1	2.9	-424.4	4.0	-17.1
COc1ccc(NCc2nnc(SCC(=O)NCc3ccccc3)n2-c2ccccc2OC)cc1	-1.8	-6.0	-7.2	-3.5	11.2	12.2	-7.1	-21.9
O=C(CCc1ccccc1)Nc1ccc2c(c1)OCCO2	1.2	-10.4	-1.8	-1.6	6.2	11.6	-0.9	3.6
Cc1cc(C)c2cc(CN(CCO)C(=O)NC3CCCCC3)c(=O)[nH]c2c1	-0.1	0.6	-6.6	8.1	-7.8	-43.1	9.4	5.7
O=C(CCC(=O)N1CCN(c2ccc(F)cc2)CC1)c1ccc(Cl)cc1	-3.0	1.9	-4.1	-3.4	4.1	-5.3	-2.3	5.0
Cc1oc2ccc(OCc3ccc(F)cc3Cl)cc2c1C(=O)O	3.5	19.6	-4.9	-2.5	-9.7	6.2	10.0	24.1
COc1ccc2[nH]c(C)c(C(=O)CN3CCc4cc(OC)c(OC)cc4C3)c2c1	-7.5	10.5	1.0	13.1	16.3	-288.3	8.1	3.1
O=C(Nc1nnc(-c2ccncc2)s1)Nc1ccccc1F	-78.0	-0.8	-4.1	3.1	10.6	-370.9	-7.6	-0.4
Cc1onc(-c2ccccc2)c1C(=O)OCCOc1ccccc1F	1.0	13.3	-8.4	-1.1	13.2	3.0	2.9	8.3
CCCOc1ccc(N/C=C/C(=O)c2ccc(OC)c(OC)c2)cc1	-26.0	-16.1	-3.1	-10.3	7.3	-121.2	-13.8	-29.3
CCc1nnc(NC(=O)c2ccc(-c3ccccc3Cl)o2)s1	-0.5	10.2	-8.0	8.2	-0.1	-228.4	68.1*	33.0
O=C(NNC(=O)c1ccc[nH]1)c1cccc(C(F)(F)F)c1	-0.2	-1.8	-3.9	5.1	-10.7	-0.1	1.8	-3.9
Cc1cc(C)cc(Nc2c3c(nc4ncnn24)CCC3)c1	0.8	-4.7	-3.3	4.4	-5.8	-3.3	3.8	-1.6
Cc1ccccc1NC(=O)N1CCCC(c2nc(-c3ccc(F)cc3)no2)C1 (stereo unspecified)	1.1	-5.2	-5.0	13.0	1.1	18.6	2.8	6.3
Cc1cc(C)c(S(=O)(=O)Nc2ccccc2-c2ccccc2)c(C)c1	2.5	-6.2	-3.0	-18.4	25.4	16.5	-1.4	-11.5
Cc1cccc(CC(C)NC(=O)c2cc(COc3ccc(C)c(C)c3)on2)n1 (stereo unspecified)	2.6	-2.5	0.4	0.5	16.9	-1.2	-3.4	3.3
N#Cc1cc(C#N)c(N2CCN(c3ccccn3)CC2)nc1N	-51.6	2.0	-0.4	18.4	-7.6	-48.2	4.1	-0.3

A draw from above in order of heavy-atom count, ascending.
SMILES	SENP1 inh	SENP8 block-1	APOBEC3G inh	UBC13 inh	Apaf-1 inh	SENP8 block-2	SENP7 block	SENP6 block
O=C(CCc1ccccc1)Nc1ccc2c(c1)OCCO2	1.2	-10.4	-1.8	-1.6	6.2	11.6	-0.9	3.6
Cc1cc(C)c(S(=O)(=O)Nc2ccccc2-c2ccccc2)c(C)c1	2.5	-6.2	-3.0	-18.4	25.4	16.5	-1.4	-11.5
COc1cccc(C(=O)N/N=C2\SCC(=O)N2Cc2ccc3c(c2)OCO3)c1	-1.4	0.9	-2.7	1.2	0.8	17.5	9.7	6.1

Further structures follow.
SMILES	SENP1 inh	SENP8 block-1	APOBEC3G inh	UBC13 inh	Apaf-1 inh	SENP8 block-2	SENP7 block	SENP6 block
CN(CC(=O)Nc1ccc(Cl)cc1)C(=O)c1ccc(N2CCCC2=O)cc1	1.2	-5.1	2.4	6.3	-0.3	22.1	6.8	10.8
NS(=O)(=O)c1ccc(NC(=O)Nc2cccc(Cl)c2)cc1	-0.5	-0.3	-4.4	12.2	5.8	8.7	-3.6	-10.5
CCn1c(SCc2ccccc2)nc2ccccc2c1=O	1.5	3.9	-5.8	-5.0	-0.9	15.8	3.4	-8.3
O=C(Nc1ccc(S(=O)(=O)N2CCCCC2)cc1)c1ccc(=O)[nH]c1	-0.2	4.2	-2.8	-5.4	-9.4	-12.9	-1.6	-30.3
CCN(CC)CCCN(C(=O)c1ccco1)c1nc(-c2ccc(C)cc2)cs1	2.5	-4.6	-5.8	9.3	-5.8	13.5	-6.3	-23.4
O=C(c1ccccc1)N1N=C(C(F)(F)F)CC1(O)c1ccc(F)cc1 (stereo unspecified)	2.0	-2.7	-4.1	-8.4	6.8	13.6	-5.3	-15.2
CCc1n[nH]c(=S)n1/N=C/c1cccc2ccccc12	1.7	-6.5	21.1	-6.6	3.6	11.9	-2.7	3.3
CCOC(=O)c1oc2c(CN3CCCCC3C)c(O)ccc2c(=O)c1-c1ccc(OC)c(OC)c1 (stereo unspecified)	4.5	6.5	-0.6	-1.3	-3.1	32.5	-1.8	4.5
COc1ccc(NC(=O)Cn2nc(Cc3cccnc3)c3ccccc3c2=O)cc1OC	3.6	-0.9	2.4	-6.9	8.9	6.3	2.9	-12.0
CC(C)=CC(=O)OCC(=O)Nc1ccc(F)cc1Cl	2.1	-4.1	0.5	-0.6	7.8	37.9	7.7	11.1
Cc1ccc(S(=O)(=O)c2nc(S(C)(=O)=O)sc2N2CCCC2)cc1	-0.8	7.0	-8.0	-4.6	-8.6	6.6	-4.0	9.4
O=C(COc1cccc(C(F)(F)F)c1)Nc1nnc(C2CC2)s1	0.4	2.2	-2.9	-5.8	-0.6	8.2	-4.2	0.0
COc1cc(C2C(C(=O)c3ccc(C)o3)=C(O)C(=O)N2Cc2ccccc2)ccc1O (stereo unspecified)	1.3	-3.3	-10.2	-4.8	2.6	-0.6	9.0	-7.5
Cc1ccc(Cn2c(=N)c(C(=O)NC3CCCC3)cc3c(=O)n4ccccc4nc32)cc1	-22.7	-2.2	-6.2	6.5	15.2	-368.7	1.6	-4.7
CCOCC(=O)Nc1nc2ccc(S(C)(=O)=O)cc2s1	0.6	1.8	-3.5	2.3	5.4	17.2	3.8	-2.4
CCOc1ccccc1C(=O)NC(C(=O)NCCc1ccccn1)C(C)C (stereo unspecified)	-0.7	0.6	-1.5	3.9	2.6	15.1	1.9	3.1
O=C(NN1CCOCC1)c1cc(S(=O)(=O)Nc2cccc(C(F)(F)F)c2)ccc1Cl	0.5	3.3	-4.9	2.8	-6.3	8.8	1.6	-3.9
